West Nile antiviral = inhibition of WNV-induced cytopathic effect – cell-based, CPE readout (AID 1621); West Nile virus-infected cells, CPE inhibition; higher % means a stronger effect; CPE inhibition, % at 10 µM; hits with a dose series show IC50 in µM; hit rate 0.02% among 290,000; in the data active = a potency from the dose series; inconclusive = CPE inhibition mostly from about 3.7% at the one dose, without a potency; inactive = the rest, 99 in 100 with CPE inhibition below about 2.2%; also: strong numbers were not always called active
SV40 large T antigen = TAg ATPase/helicase activity blockers – biochemical (AID 1903); SV40 large T antigen ATPase/helicase inhibition assay; higher % means a stronger effect; one-dose inhibition, % at 20 µM; IC50 in µM for titrated hits; hit rate 0.39% among 310,000; in the data active = a potency from the dose series; inconclusive = inhibition mostly from about 32% at the one dose, without a potency; inactive = the rest, 99 in 100 with inhibition below about 32%; also: strong numbers were not always called active
TNAP activators = stimulation of alkaline phosphatase TNAP activity – biochemical, luminescent, no phosphate acceptor, uHTS, primary screen (AID 1001); purified TNAP, luminescent activation assay, no phosphate acceptor; higher activation fold means a stronger effect; activation fold at 20 µM; hits with a dose series show EC50 in µM; hit rate 0.03% among 200,000; in the data active = activation fold from about 3, or a potency from the dose series; inactive = the rest, 99 in 100 with activation fold below about 1.6; also: many of its hits are not listed in these tables
ER stress rescue = rescue of cells from ER stress-induced death, primary screen, 384-well, CSM14.1, thapsigargin, ATP luminescence (AID 1222); cellular ATP content (survival), % at 20 µM, or EC50 in µM where a hit was titrated; CSM14.1 thapsigargin-induced death rescue, ATP luminescence; higher % means a stronger effect; 190,000 tested, under 10 active;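 active = EC50 below 50 µM in the dose-response confirmation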;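 also: death triggered by thapsigargin at about 15 µM added after 2 h compound pretreatment; cell ATP read after overnight thapsigargin exposure of roughly 18 to 22 hours; normalized against plate controls of thapsigargin alone and 5% DMSO vehicle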
RSV antiviral HEp-2 = RSV antiviral activity via CPE protection, HEp-2 cells, primary 10 µM value included (AID 2391); CPE inhibition, % at 10 µM; hits with a dose series show IC50 in µM; HEp-2 cells, RSV-induced CPE inhibition; higher % means a stronger effect; hit rate 0.13% among 310,000; in the data active = a potency from the dose series; inconclusive = CPE inhibition mostly from about 23% at the one dose, without a potency; inactive = the rest, 99 in 100 with CPE inhibition below about 21%; also: strong numbers were not always called active
human PMI inhibitors = human PMI inhibitors, high substrate, primary screen, biochemical, fluorescence intensity, high mannose 6-phosphate (AID 1220) | recombinant PMI enzyme, coupled fluorescence intensity; higher % means a stronger effect | one-dose inhibition, % at 20 µM; IC50 in µM for titrated hits | hit rate 0.66% among 190,000
Insulin prom up = MIN6 insulin promoter up-regulation. AID 1625. MIN6 insulin promoter-GFP reporter, high-content imaging; hits give high values. z-score at 5 µM. hit rate 0.3% among 190,000;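 active = z-score above 3 at 5 µM with at least 500 cells counted in the well; inconclusive = wells under 500 cells, flagged as cytotoxic or low count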
Salmonella PhoP GFP = inhibitors of PhoP regulon expression, primary screen, Salmonella Typhimurium, GFP reporter (AID 1863). S. Typhimurium PhoP-regulated promoter GFP reporter, 4 h; higher % means a stronger effect. inhibition, % at 50 µM; hits with a dose series show IC50 in µM. hit rate 0.16% among 300,000;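 active = inhibition over 29.93%, a cutoff 3 SD above the screen mean, later confirmed by dose response; inconclusive = inhibition over 29.93% but no dose response follow-up; inactive = inhibition at most 29.93% or unconfirmed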;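 also: 0% = low Mg2+ inducing control and 100% = high Mg2+ repressing control; strong numbers were not always called active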
PMI inhibitors = inhibitors of human PMI, primary screen, biochemical, fluorescence intensity, coupled assay (AID 1209) | inhibition, % at 20 µM, or IC50 in µM where a hit was titrated | hit rate 0.42% among 190,000 | purified PMI enzyme, coupled fluorescence intensity; higher % means a stronger effect;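 also: plate controls were DMSO vehicle for no effect and wells lacking substrate for full effect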
Insulin prom up cell count = second read-out of Insulin prom up, no call of its own (marks repeat the call); cell count; measured here: cytotoxicity, nuclei count;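 total cells summed across four imaged fields per well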
* marks the source's active call; other numbers are inactive results; ? = inconclusive; / = no result given. Rule as the data show it, unless noted: active = inhibition above about 50%; inactive = the rest.

SMILES	West Nile antiviral	SV40 large T antigen	TNAP activators	ER stress rescue	RSV antiviral HEp-2	human PMI inhibitors	Insulin prom up	Insulin prom up cell count	Salmonella PhoP GFP	PMI inhibitors
CC(OCC(O)CNCC1COc2ccccc2O1)c1ccc(Cl)cc1 (centres undefined)	-0.6%	2%	1	-0.8%	-2.7%	-3%	-0.49	1172	3%	2%
C/C=C(\C)C(=O)Nc1cccc(C2=NOC3(C2)C[C@@H](C(N)=O)N(C(=O)c2ccccc2C(=O)c2ccccc2)C3)c1 (some centres undefined)	-0.2%	22%	/	/	1.1%	/	0.89	673	-2%	/
CCOc1ccc(C(=O)NCC(=O)OCC(=O)Nc2cccc(S(=O)(=O)N3CCCC3)c2)cc1	0.2%	22%	/	/	-1.3%	/	-0.33	1055	/	/
O=C1OC(c2ccccc2)=C/C1=C\N1CCOCC1	0.1%	12%	1.1	-1.2%	0.8%	7%	-0.16	1183	10%	2%
O=C(Nc1nc(-c2ccc(Cl)cc2)cs1)c1cccnc1	0.4%	7%	1.1	-3.8%	6.3%	-9%	0.25	922	5%	5%
O=C(Nc1ccc(F)cc1)C(=O)C1C(=O)Nc2ccccc21 (centres undefined)	0.4%	16%	/	/	-1.0%	/	0.86	1284	-7%	/
COc1ccccc1NC(=O)CSc1nnc(NC(=O)c2ccco2)s1	0.0%	26%	/	/	7.2%	/	/	/	-2%	/
CC(=O)C1=C(O)C(=O)N(CCN2CCOCC2)C1c1ccccc1 (centres undefined)	-0.1%	-7%	1.1	0.9%	3.9%	-56%	0.39	702	7%	-21%
Cc1cc(NS(=O)(=O)c2ccc(NC(=O)c3ccc(Cl)cc3Cl)cc2)no1	0.3%	4%	/	/	0.7%	/	/	/	3%	/
c1coc(Cn2c(SCc3nc4ccccc4[nH]3)nnc2-c2cccs2)c1	-1.4%	4%	1.1	0.7%	0.9%	12%	-1.7	1343	-6%	3%
Cc1ccc(NC(=O)COC(=O)CCC(=O)c2cccs2)cc1C	0.2%	6%	1.1	-0.5%	0.5%	2%	/	/	-4%	-1%
CCC(=O)NC(=S)Nc1ccccc1OC	0.1%	5%	1.1	-1.2%	0.9%	9%	0.4	1809	-5%	7%

Overlap with the part before: 2 compounds, then new ones.
SMILES	West Nile antiviral	SV40 large T antigen	TNAP activators	ER stress rescue	RSV antiviral HEp-2	human PMI inhibitors	Insulin prom up	Insulin prom up cell count	Salmonella PhoP GFP	PMI inhibitors
Cc1ccc(NC(=O)COC(=O)CCC(=O)c2cccs2)cc1C	0.2%	6%	1.1	-0.5%	0.5%	2%	/	/	-4%	-1%
CCC(=O)NC(=S)Nc1ccccc1OC	0.1%	5%	1.1	-1.2%	0.9%	9%	0.4	1809	-5%	7%
Cc1cc([N+](=O)[O-])nn1Cc1ccccc1F	-0.4%	7%	1	-0.1%	-0.8%	6%	/	/	-1%	0%
Cc1cc(C)c(OCCCCN2CCC(C)CC2)c(Br)c1	-0.5%	-6%	1.2	8.7%	-1.8%	-10%	-0.68	1367	7%	-1%
O=[N+]([O-])c1ccc(CSC2=NCCN2)cc1	-1.5%	4%	/	/	1.7%	/	/	/	-3%	/
COc1ccccc1N1CCN(S(=O)(=O)c2ccc(-c3cnc(C4CC4)o3)cc2)CC1	0.0%	6%	/	/	18%	/	/	/	9%	/
COC(=O)C1=C(C)C(c2ccc(OC)cc2)NC(=O)N1 (centres undefined)	-0.2%	7%	1	-1.2%	1.4%	8%	2	1344	1%	9%
O=C(CCS(=O)(=O)c1cccc2nsnc12)N1CCN(c2ccccc2F)CC1	0.6%	2%	1.1	-2.9%	-0.1%	1%	1.4	806	-12%	3%
Cc1c(C)c2c(OCC(=O)NCC(C)C)cc3c(c2oc1=O)CCC(C)(C)O3	-0.8%	2%	/	/	1.8%	/	/	/	10%	/
COc1ccc(NC(=O)c2ccccc2[N+](=O)[O-])cc1OC	-0.1%	8%	1	-1.3%	0.7%	10%	-0.03	1245	-4%	0%
O=C(CCn1ccc2cc(S(=O)(=O)N3CCCC3)ccc21)NCc1ccccc1	0.1%	3%	/	/	1.9%	/	/	/	-6%	/
CCOC(=O)c1ccc(NC(=O)C2CCCN(c3cnccn3)C2)cc1 (centres undefined)	-0.3%	12%	/	/	1.6%	/	/	/	0%	/
CC(=O)Nc1ccc(NC(=O)C/C(C)=N/NC(=O)C(=O)N2CCCC2)cc1	0.0%	70%	1.2	2.1%	0.3%	6%	0.3	1564	16%	7%
N#Cc1ccsc1NC(=O)c1cnccn1	1.5%	10%	/	/	1.5%	/	/	/	17%	/
Cc1ccc(C(C)C)c(OCC(=O)N/N=C/c2ccc(S(=O)(=O)O)o2)c1	0.2%	10%	/	/	0.1%	/	-0.43	997	/	/
COC(=O)c1ccc(C)c(NC(=O)c2nn(C)c(=O)c3ccccc23)c1	0.5%	5%	1	-2.2%	2.6%	-8%	-0.51	1427	-10%	-20%
Cc1ccc(Nc2nc(-c3c(C)nc4ccccn34)cs2)cc1	-1.4%	15%	1.1	-1.2%	0.5%	57%*	?	/	8%	24%
C/C(=N\NC(=O)Cn1nc(C)c([N+](=O)[O-])c1C)c1ccc(O)cc1	0.3%	34%	1.1	-0.5%	1.3%	10%	0	1186	13%	-2%
Cc1cccc(Nc2nc(C)cc(C)n2)c1	-0.2%	4%	/	/	2.1%	/	/	/	0%	/
Cc1cc(-c2csc(N)n2)c(C)n1CCC(C)C	0.2%	22%	1.1	-1.1%	-0.6%	-92%	-0.7	946	12%	-65%
COCCNC(=O)Cn1cc(/C=C(\C#N)C(=O)NC2CC2)c2ccccc21	-0.4%	7%	/	/	1.3%	/	/	/	-1%	/
NNC(=O)/C(=N/Nc1ccccc1)S(=O)(=O)c1ccc(Cl)cc1	?	26%	1.1	-1.9%	4.2%	-13%	0.55	1194	-5%	-14%
Cc1c(/C=N/NC(=O)c2cc(C(C)(C)C)[nH]n2)c2ccccc2n1C	0.5%	7%	/	/	4.0%	/	-0.37	1088	-13%	/
CCCOc1ccc(-c2nc(SCc3ccccc3)[nH]c(=O)c2C#N)cc1OC	0.6%	10%	/	/	9.0%	/	/	/	-5%	/
Cc1ccc(C(=O)Nn2c(C)nc3ccccc3c2=O)cc1C	0.1%	10%	/	/	1.3%	/	/	/	-4%	/
Cc1cc(C)n(-c2ccc(C(=O)Nc3nc4ccccc4s3)cc2)n1	-0.4%	4%	1.1	0.9%	5.4%	-1%	-0.27	1129	29%	0%
Cc1ccc(C(=O)O/N=C/c2c(Cl)n(C)c3ccccc23)cc1	0.2%	7%	1	-1.4%	2.2%	8%	/	/	7%	4%
CC(C)CNCC1OCc2ccccc2CO1	1.0%	2%	/	/	0.5%	/	-0.15	1053	0%	/
CCCCN1C(=O)C(=Nc2cccc3cnccc23)c2ccccc21	0.4%	15%	0.9	-0.3%	1.9%	/	0.23	1342	7%	29%
Cc1nn(-c2cc(N3CCOCC3)ccc2[N+](=O)[O-])c(=O)c2ccccc12	-0.8%	7%	1	-0.9%	1.0%	2%	0.59	815	12%	6%
CCOC(=O)c1cnn2c(C(F)(F)F)cc(-c3ccccc3)nc12	-0.1%	9%	1.1	-1.2%	-1.3%	7%	/	/	-2%	5%
COc1ccc(-c2cc(C(F)F)nc(-n3nc(C)cc3C)n2)cc1	/	8%	1.1	-0.9%	21%	10%	0.02	1615	-8%	13%
CCN(CC)S(=O)(=O)c1ccc(OC)c(-n2cnnn2)c1	0.8%	/	1.1	0.4%	0.7%	3%	0.06	1518	/	0%
O=C(NCc1cccc(CNC(=O)c2ccco2)c1)c1ccco1	/	8%	1.1	0.5%	0.0%	11%	0.97	988	-7%	5%
CCCCOc1cccc(C(=O)N(Cc2ccco2)C2CCS(=O)(=O)C2)c1 (centres undefined)	-0.8%	3%	1.1	0.8%	-0.2%	2%	/	/	-12%	-2%
CN(CC1COc2ccccc2O1)C(=S)NC1CCCCC1 (centres undefined)	-0.7%	6%	/	/	0.1%	/	0.36	1389	-10%	/
COc1cccc(-c2nc(CS(=O)(=O)CC(=O)Nc3cccc(C(C)=O)c3)c(C)o2)c1	-0.3%	6%	/	/	3.4%	/	/	/	-3%	/
CCC1(C)Cc2ccccc2-c2nc3n(c(=O)c21)CCCCC3 (centres undefined)	1.9%	4%	1.1	/	5.9%	15%	-0.03	1249	4%	23%
O=C(N/N=C/c1ccco1)c1cccc(N2CCCC2=O)c1	-0.6%	6%	0.9	-0.3%	1.2%	0%	0.17	1454	7%	4%
Cc1noc(C)c1S(=O)(=O)N(CC(=O)NCc1ccc(F)cc1)c1ccc(C(C)C)cc1	0.0%	4%	/	/	0.5%	/	/	/	4%	/
COc1ccc(C(=O)Nc2ccc(S(=O)(=O)N3CCN(C)CC3)cc2)cc1[N+](=O)[O-]	-1.1%	5%	/	/	-0.4%	/	/	/	1%	/
CN(C)S(=O)(=O)c1cccc(NC(=O)COC(=O)CNC(=O)c2ccccc2F)c1	0.4%	24%	/	/	4.3%	/	0.07	1068	-6%	/
CC12CC3CC(C)(C1)CC(C(=O)NC1=NCCS1)(C3)C2	-0.4%	13%	1.1	0.3%	3.3%	1%	1.1	872	-8%	7%
CC1=CC(C)C(C(=O)O)C(C(=O)O)C1 (centres undefined)	1.7%	0%	1.1	0.2%	1.3%	-2%	2.6	1175	-5%	-4%
COc1cc2c(cc1OC)C(C)N(C(=O)c1nccnc1C(=O)O)CC2 (centres undefined)	0.1%	13%	/	/	0.1%	/	-0.36	1512	-2%	/
Cn1c(NCc2ccc(Cl)cc2)nc2ccccc21	-0.8%	8%	1.1	-2.4%	0.0%	-9%	1.1	1645	3%	-7%
COc1ccc(/C=C/c2c([N+](=O)[O-])c(=O)n(C)c(=O)n2C)c(OC)c1OC	-0.6%	6%	1.1	1.7%	-1.4%	-2%	0.58	1597	12%	-3%
Cc1ccc(C)c(CN2C(=O)CSc3ccc(C(=O)NCC(C)CN4CCC(C)CC4)cc32)c1 (centres undefined)	-1.1%	-1%	/	/	-1.2%	/	/	/	7%	/
Cn1c(C(=O)NCc2ccc3c(c2)OCO3)cc2sccc21	-1.0%	11%	1.1	3.0%	-1.3%	5%	-0.32	992	-1%	11%
Cc1ccccc1NC(=O)CN1C(=O)S/C(=C\c2ccc(-c3cc(C(=O)O)ccc3C)o2)C1=O	0.3%	2%	0.9	0.0%	/	-31%	0.01	1390	-24%	-36%
Cc1cc(C)n2ncnc2n1	0.1%	1%	1.1	-1.6%	1.9%	2%	0.99	1035	-4%	6%
COc1cc(OC)cc(C(=O)NCc2cc(C)nc3ccccc23)c1	0.6%	3%	1	-1.0%	-0.5%	0%	-0.2	1365	-9%	7%
O=C(NCCCN1CCCC1=O)c1ccc(CNS(=O)(=O)c2ccc(F)cc2)cc1	0.2%	7%	1.1	-0.2%	1.3%	3%	0.08	1592	6%	8%
